TTR transcr act = activators of transthyretin transcription. SH-SY5Y TTR promoter Gaussia luciferase, luminescence; 100% = recombinant luciferase protein wells. activation, % at 16.7 µM. actives 1.3% (n = 92,000). AID 1117267;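 active means activation above the mean of all tested compounds plus 3 SD, cut at about 9.5% in these data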;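 further: cells exposed to compounds for one day before reading; 0% = median of all test compound wells on the plate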
* marks the source's active call; other numbers are inactive results; & = joins results of further samples. Some of the compounds tested; the hit share may differ from the screen's.

SMILES | TTR transcr act
COc1ccc(C)c(-n2c(N)cc(=O)n(Cc3ccccc3)c2=O)c1 | -0.9
Cc1ccc(C(=O)/C=C/Nc2ccccc2C(N)=O)o1 | 0.5
Cc1ccc(NC(=O)[C@@H]2CCCN2S(=O)(=O)c2ccc(Cl)cc2)cc1 | 2.4
CC(O)(c1cccnc1)c1nc(-c2ccc3c(c2)OCO3)cs1 (stereo not given) | -2.2
Cc1ccccc1N=Cc1cc2c(cc1O)OC(N)=C(C#N)C2c1ccccc1 (stereo not given) | -2.7
CCCc1nc2ccccc2c(=O)n1/N=C/c1ccc(O)c(O)c1 | 1.7
O=C(CCc1ccc(S(=O)(=O)N2CCOCC2)cc1)NCCCN1CCCC1=O | -1.4
CC(C)c1nnc(NC(=O)c2ccc3c(c2)OCO3)s1 | -0.3
CCN(CC)S(=O)(=O)c1cccc(NC(=O)COC(=O)CNC(=O)c2cccc(F)c2)c1 | 0.6
Cc1onc(-c2ccccc2)c1C(=O)NNC(=O)c1ccccc1 | -1.2
O=c1[nH]c(SCc2ccccc2Cl)nc2c1cnn2-c1ccccc1 | -1.5
c1ccc(Nc2c3c(nc4ccccc24)CCC3)cc1 | -3.2
CC(c1ccccc1)N1CC[C@H]2C=CC[C@@H](C(=O)Nc3cccc(Cl)c3)[C@H]2C1=O (stereo not given in full) | -1.4
COc1ccc(NC(=O)C(F)(OC)C(F)(F)F)c(OC)c1 (stereo not given) | 14*
O=C(NCCS(=O)(=O)N1CCN(c2ccccc2)CC1)C1CC(=O)N(c2ccccc2)C1 (stereo not given) | 2.2
N/C(=N\NC(=O)c1cccs1)c1cc2cc(Cl)ccc2oc1=O | -1.3
N#Cc1c(NC(=O)c2ccc(Cn3cc(Br)cn3)o2)sc2c1CCCCCC2 | -3.3
Cc1ccc2c(c1)C(=O)C(=O)N2CC(=O)Nc1ccccc1NC(=O)c1ccccn1 | -0.9
O=C(C[C@H]1C[C@H]2c3cc(NC(=O)CC4CC4)ccc3O[C@H]2[C@H](CO)O1)NCc1ccccc1F | -0.9
CC1Cc2ccccc2N1C(=O)CSc1nc2ccccc2s1 (stereo not given) | -2.5
CCOc1ccc(OCCN2CCCCC2)cc1 | 0.7
Cc1cc(C)c2c(c1)C(=O)/C(=C/c1ccc(C(=O)O)cc1)CC2 | 1.9
Cc1ccc2nc(SCC(=O)Nc3ccc(C)c([N+](=O)[O-])c3)[nH]c2c1 | 2.2
Cc1nc(SCc2ccc(C(=O)O)cc2)c2c(C)c(C)sc2n1 | 0.1
Cc1nc(CS(=O)(=O)c2ccc(Cl)cc2)cc(N2CCOCC2)n1 | 1.7
COc1ccc(CN2CCN(CCc3ccccc3)C(CCO)C2)cc1Cn1cncn1 (stereo not given) | -1.3
O=C(Cn1ncn2c(cc3sccc32)c1=O)NC1CCCC1 | 1.2
Cc1ccc(NC(=O)C(=O)NCCN2CCN(S(C)(=O)=O)CC2)cc1C | -2.5
CCOC(=O)c1c(N)sc(C(O)(C(F)(F)F)C(F)(F)F)c1-c1ccc(Cl)cc1 | -4.0
COCC(C)N1CCC(Oc2ccc(C(=O)N3CCCC3)cc2)CC1 (stereo not given) | -0.9
COCCNC(=O)/C(C#N)=C/c1ccc(OCC(=O)NC2CCCCC2)cc1 | 1.3
CS(=O)(=O)c1ccc(Cl)c(NC(=O)CSc2nnc(C3CC3)n2C2CC2)c1 | 2.2
C=CCOC(=O)C1=C(C)NC(C)=C(C(=O)OCC=C)C1c1ccc(O)cc1 | 1.1
CC(C)(C)OC(=O)CNC(=O)c1[nH]cnc1C(=O)NC1CCN(C(=O)OC(C)(C)C)CC1 | 0.5
CCn1cc(/C=C(\NC(=O)c2ccccc2F)C(=O)NCCN2CCOCC2)c2ccccc21 | -2.9
COc1ccc(CC(=O)Nc2ccc(S(=O)(=O)Nc3nccs3)cc2)cc1 | 1.2
Cc1cccc2cc(CN(C(=O)c3cnccn3)C3CCCCC3)c(Cl)nc12 | 0.1
O=C(Nc1ccc2c(c1)OCCO2)c1ccc(Br)cc1 | -3.4
CC1(C(=O)NS(=O)(=O)c2ccc(Cl)cc2)CCN1C(=O)C1CCCCC1 (stereo not given) | 0.6
O=C1N/C(=N\N=C\c2ccccn2)SC1Cc1cccc(SC(F)F)c1 (stereo not given) | -1.9
O=C(CCC1CCN(Cc2ccc(C#CCCO)cc2)CC1)NC1CC1 | -0.3
Cc1c(NC(=O)c2csc3c2CCCC3)c(=O)n(-c2ccccc2)n1C | -0.3
CSc1nnc(-c2ccccc2)c(=O)[nH]1 | -1.6
Cc1ccccc1NC(=O)c1cccc(NC(=O)c2ccco2)c1 | 0.3
Cc1onc(-c2ccccc2)c1C(=O)Nc1ccc(Cl)cn1 | 1.3

Of the compounds above, three contain a cyano group.
SMILES | TTR transcr act
Cc1ccccc1N=Cc1cc2c(cc1O)OC(N)=C(C#N)C2c1ccccc1 (stereo not given) | -2.7
N#Cc1c(NC(=O)c2ccc(Cn3cc(Br)cn3)o2)sc2c1CCCCCC2 | -3.3
COCCNC(=O)/C(C#N)=C/c1ccc(OCC(=O)NC2CCCCC2)cc1 | 1.3

Records listed so far that bear a hit mark in TTR transcr act.
SMILES | TTR transcr act
COc1ccc(NC(=O)C(F)(OC)C(F)(F)F)c(OC)c1 (stereo not given) | 14*

Next records
SMILES | TTR transcr act
COP(=O)(OC)C(NC(=O)OCc1ccccc1)C(C)C (stereo not given) | 0.0
COc1cccc(NC(=O)COc2ccc(Br)c(C)c2)c1 | 0.2
O=S(=O)(NCC1(N2CCOCC2)CCCCC1)c1ccc(F)c(F)c1F | -0.5
COc1ccc(-c2nnsc2N2C(=O)c3ccccc3C2=O)cc1 | 1.1
O=C(c1cnn2c(C(F)F)cc(-c3ccccc3)nc12)N1CCN2CCCC2C1 (stereo not given) | -0.6
CCOC(=O)c1c(NCc2ccc3c(c2)OCO3)c2ccccc2[nH]c1=O | -1.8
CCCCC(=O)Nc1cccc(NC(=O)C(C)C)c1 | 1.8
CSCCC(NC(=O)C1CCCCC1)c1nc2ccccc2[nH]1 (stereo not given) | -0.5
CCc1ccc(NC(=O)c2cnn(-c3ccccc3)c2C)cc1 | -3.4
CC(C)c1ccc(/C=N/Nc2cc(N3CCOCC3)nc(N3CCOCC3)n2)cc1 | -1.4
Cc1ccc(N2C(=O)c3ccc(C(=O)Nc4cccnc4)cc3C2=O)c(C)c1 | -2.4
Cc1nn2cc(-c3ccc(Cl)cc3)cnc2c1Br | -2.5
O=C(Nc1ccccc1)Nc1sccc1-c1nc2ccccc2s1 | 0.1
COc1cc(OC)cc(-c2sc3ccc(OC)cc3c2C#CC2(N)CCCCC2)c1 | 3.1
Cc1cccn2cc(CSc3ccccc3N)nc12 | -2.3
O=C1c2ccccc2C(=O)N1CC1c2ccccc2CCN1S(=O)(=O)c1ccccc1 (stereo not given) | -1.2
O=C(NCCNC(=O)c1ccco1)c1ccc(F)cc1 | -1.9
C#CCNC(=O)C[C@H]1C[C@@]2(C(=O)OC)C(=C[C@H](C(C)C)O[C@@H]2C2CC2)N(Cc2ccc(Cl)cc2Cl)C1=O | 2.4
CC(C)CCNC(=O)CN(C(=O)Cn1nnc(-c2ccc(F)cc2)n1)C1CCCC1 | 1.7
O=C(Nc1cccc(C(=O)Nc2ccccc2C(=O)O)c1)c1cccc(Cl)c1 | 3.9
CC(C)(C)c1ccc(C(=O)N2CCC(C(=O)NC3CC3)CC2)cc1 | 0.0
C#CCSc1nnnn1-c1cccc(Cl)c1 | -0.6
O=C(COC(=O)/C=C/c1cccc(Br)c1)NCc1cccs1 | -1.5
CCOc1ccc(-c2n[nH]c(C(=O)NN)c2C)cc1 | 3.7
Cc1nc(Nc2ccc(Cl)cc2)c2nnn(Cc3ccccc3)c2n1 | 0.2
O=C1CSC(c2cccc([N+](=O)[O-])c2)N1C1CC2CCC1C2 (stereo not given) | 2.0
O=C(c1cc([N+](=O)[O-])ccc1N1CCCCC1)N1CCCC1 | 4.8
CCNc1nn2ccccc2c1/C=C(\C#N)C(=O)OCC | -0.5
COc1ccc(NC(=O)COc2ncnc3ccccc23)cc1S(=O)(=O)N1CCOCC1 | -0.3
CCOC(=O)c1nn(-c2ccc3c(c2)CCN3C(C)=O)cc1O | -0.8
CCS(=O)(=O)n1nc(-c2ccc(C)cc2)nc1N | -0.1
COC(=O)c1[nH]c2ccccc2c1NC(=O)C(C)N1CCOCC1 (stereo not given) | -1.1
Cc1cc(C)c2cc(C(c3nnnn3C3CCCC3)N3CCOCC3)c(=O)[nH]c2c1 (stereo not given) | -0.5
O=C(CSc1nc2[nH]ncc2c(=O)n1-c1ccc(Cl)c(Cl)c1)NCc1ccccc1Cl | 5.5
CCOC(=O)c1sc(NC(=O)C2CCCCC2)nc1C | -0.5
C=CCOC(=O)/C(=C\c1ccccc1)NC(=O)c1ccco1 | 2.2
COC(=O)[C@@]1(Cc2ccc(OC)cc2)[C@H]2c3cc(C(=O)N4CCCC4)n(C[C@H](O)CO)c3C[C@H]2CN1C(=O)c1ccccc1 | -1.6
CC[C@]1(C(=O)OC)[C@H]2C(=O)N(C)C(=O)[C@H]2[C@H]2CN=C(SCc3ccc(Cl)cc3)N21 | -0.8
CS(=O)(=O)N(CC(=O)NCc1ccco1)Cc1ccc(Cl)cc1 | 0.2
Cc1ccc2oc(-c3ccc(C)c(NC(=O)Cc4cccs4)c3)nc2c1 | 0.0
O=C(c1ccc(NS(=O)(=O)c2cccc([N+](=O)[O-])c2)cc1)N1CCCCCC1 | 0.6
CC1(C)C[C@H](O)[C@]2(CO)CC[C@]3(C)C(=CCC4[C@@]5(C)CC[C@H](O)C(C)(C)C5CC[C@]43C)[C@@H]2C1 (stereo not given in full) | -0.7
O=C(O)/C=C/C(=O)Nc1ccc(N2CCOCC2)nc1N1CCOCC1 | 7.0
O=C(O)CN1c2cccc3cccc(c23)S1(=O)=O | 1.0
Cc1noc(C)c1C(=O)Nc1ccc2ccccc2c1 | 0.5
COc1cccc(C(=O)N(Cc2cc3cc(C)ccc3[nH]c2=O)CC2CCCO2)c1 (stereo not given) | 3.5
CCOc1ccc(S(=O)(=O)N2CCCC(C(=O)Nc3cc(C)cc(C)c3)C2)cc1 (stereo not given) | -3.6
COCC(C)n1c(-c2ccc3c(c2)NC(=O)CO3)csc1=Nc1ccc(OC(F)F)cc1 (stereo not given) | -5.0&-3.8
Cc1ccc2c(c1)NC(=O)CC(c1ccccc1)=N2 | 0.9
COc1ccccc1NC(=S)N(CCc1nc2cc(C)c(C)cc2[nH]1)Cc1cccnc1 | 0.8
Cn1c(=O)c2[nH]c(=O)cnc2n(C)c1=S | 1.0
CCOc1cc(C(=O)N/N=C\c2cn(CC)nc2C)cc(OCC)c1OCC | -1.1
O=C(CN1C(=O)c2ccccc2S1(=O)=O)c1ccc(O)c(O)c1 | -0.5
CC(C(=O)Nc1ccc(S(=O)(=O)N2CCCC2)cc1)N(C)CC(=O)Nc1cccc(F)c1 (stereo not given) | 0.4
Cc1cccn2cc(CCNC(=O)Cc3cccs3)nc12 | -0.4
Brc1cnc2nc(SC/C=C/c3ccccc3)[nH]c2c1 | 1.4
CC(C)n1c(=O)c2ccccc2n1Cc1cn(Cc2cccnc2)nn1 | 0.3
COc1cc(/C=N/NC(=O)c2cccc([N+](=O)[O-])c2)cc(OC)c1O | -0.8
Oc1c(C=NCc2ccncc2)sc2ccccc12 | -2.5
CCN=C(NC#N)SCc1c(F)cccc1Cl | 0.7

Continued.
SMILES | TTR transcr act
O=C(Nc1nc2ccc3ccccc3c2s1)c1ccc(N2CCCCC2)c([N+](=O)[O-])c1 | 7.0
CCOC(=O)N1CCN(c2nnnn2-c2ccccc2)CC1 | -1.2
N#Cc1cnn(Cc2ccc(Cl)cc2)c1N | -0.4
CN(C)C(=O)COc1ccc(Br)cc1 | -0.5
COC(=O)c1ccccc1NC(=O)CSc1ncccn1 | -1.2
CC(Oc1ccccc1)C(=O)Nc1ccc(S(=O)(=O)N2CCCC2)cc1 (stereo not given) | -0.8
Cc1cc(C)c2cc(C#N)c(NCCCNC(=O)c3cccnc3)nc2c1 | 0.9
CCCN=C1N/C(=C\c2ccco2)C(=O)N1c1ccccc1 | 3.2
Cc1ccc(-n2nc3c4c(cccc4c2=O)-c2ccccc2-3)cc1 | 5.3
CC(C)C[C@@H]1Cc2[nH][nH]c(=O)c2[C@H](C)O1 | -1.1
O=Cc1ccc(OCC(=O)Nc2ccccc2-c2ccccc2)cc1 | -0.2
O=C(N/N=C/c1ccco1)c1cc(Br)ccc1OCc1ccccc1 | -0.2
C(=NN1CCCCCC1)c1cccc2ccccc12 | 0.3
O=C(CNS(=O)(=O)c1ccc(Br)s1)NCc1ccccc1 | -0.6
CN(C)CC(=O)Nc1ccc2c(c1)[C@H]1C[C@H](CC(=O)NCc3ccc4c(c3)OCO4)O[C@H](CO)[C@H]1O2 | 3.2

Two records picked at random from those above, as already listed:
SMILES | TTR transcr act
CCCN=C1N/C(=C\c2ccco2)C(=O)N1c1ccccc1 | 3.2
Cc1cc(C)c2cc(C#N)c(NCCCNC(=O)c3cccnc3)nc2c1 | 0.9

Additional records follow.
SMILES | TTR transcr act
O=C(CSc1nnc(-c2cccnc2)o1)NNC(=O)c1ccc(Br)cc1 | 0.2
COc1ccccc1NC(=O)CSc1nnc(-c2ccncc2)o1 | 1.1
CC(C)CCNc1nc(-c2ccco2)c2c(c1C#N)CCCC2 | -4.1
O=c1c(=O)n2c(nn1Cc1ccc(F)cc1)sc1ccccc12 | -0.8
COc1ccc2cc3c(N)nn(C(=O)c4ccc(Cl)c([N+](=O)[O-])c4)c3nc2c1 | -0.7
O=C(c1ccco1)N1CCN(CC(O)COc2ccc(Br)cc2)CC1 (stereo not given) | 0.0

Single values from the list:
O=C(CSc1nnc(-c2cccnc2)o1)NNC(=O)c1ccc(Br)cc1 in TTR transcr act is entered as 0.2
COc1ccccc1NC(=O)CSc1nnc(-c2ccncc2)o1 in TTR transcr act is entered as 1.1
O=C(c1ccco1)N1CCN(CC(O)COc2ccc(Br)cc2)CC1 (stereo not given) in TTR transcr act is entered as 0.0

Compound activity from PubChem BioAssay.
